BoNT-F LC inh – BoNT/F light chain protease inhibitors, primary screen, biochemical, flow cytometry, MLPCN library; Botulinum neurotoxin type F light chain protease (Clostridium botulinum); Multiplex microsphere protease cleavage assay; inhibition, % at 10 µM; 360,000 compounds, 0.22% hits; AID 588497, 2011; in the data active means inhibition above about 35%, passing the limit was not always enough; inconclusive means no clear call, values can overlap the other calls; further: plate controls were buffer without enzyme for full effect and enzyme alone for no effect
FadD28 FP inh – inhibitors of FadD28 bisubstrate probe binding, primary screen, biochemical, fluorescence polarization, single point; Mycobacterium tuberculosis FadD28 fatty-acid-AMP ligase; inhibition, % at 12.5 µM; 360,000 compounds, 0.22% hits; AID 588549, 2011; in the data active means inhibition above about 8.5%, passing the limit was not always enough; inconclusive means no clear call, values can overlap the other calls
BioA inh – M. tuberculosis BioA enzyme inhibitors, primary screen, biochemical, plate reader, single point, HTS; inhibition, % at 9.99 µM; 360,000 compounds, 0.096% hits; 7,8-diaminopelargonic acid synthase BioA (Mycobacterium tuberculosis); purified M. tuberculosis BioA enzyme; in the data active means inhibition above about 40%; inconclusive means no clear call, values can overlap the other calls
Mtb UGM inh – M. tuberculosis UGM enzyme inhibitors, primary screen, biochemical, fluorescence polarization, single point; UDP-galactopyranose mutase (Mycobacterium tuberculosis (strain ATCC 25618 / H37Rv)), …; purified UGM, fluorescence polarization probe displacement; inhibition, % at 10 µM; 320,000 compounds, 0.06% hits; in the data active means inhibition above about 10%, passing the limit was not always enough; inconclusive means no clear call, values can overlap the other calls
Target sequence (P9WIQ1 whole entry, looked up): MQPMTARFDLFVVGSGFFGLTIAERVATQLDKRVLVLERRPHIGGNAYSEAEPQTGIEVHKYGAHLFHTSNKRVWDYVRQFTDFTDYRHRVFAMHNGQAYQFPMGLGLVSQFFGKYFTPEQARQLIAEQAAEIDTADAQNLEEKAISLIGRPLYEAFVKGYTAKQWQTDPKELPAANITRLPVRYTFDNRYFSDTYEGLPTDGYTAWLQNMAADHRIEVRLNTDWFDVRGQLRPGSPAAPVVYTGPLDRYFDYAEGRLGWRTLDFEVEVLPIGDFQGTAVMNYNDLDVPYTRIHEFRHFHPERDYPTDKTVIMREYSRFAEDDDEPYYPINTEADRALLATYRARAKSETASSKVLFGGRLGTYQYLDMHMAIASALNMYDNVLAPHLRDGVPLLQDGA
PfHsp40 rescue – rescue of yeast from PfHsp40 toxicity, primary screen, S. cerevisiae, ATP luminescence. S. cerevisiae expressing PfHsp40, growth rescue. growth rescue, % at 12.5 µM. 340,000 compounds, 0.68% hits. AID 504582, 2011; in the data active means growth rescue above about 28%, passing the limit was not always enough; inconclusive means no clear call, values can overlap the other calls;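 further: yeast W303a lacking pdr1 and pdr3 grown in galactose medium; growth measured after three days at 30 °C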
GDH-TPI counter – GDH-TPI coupling enzyme inhibitors, primary screen, artefact control for M. tuberculosis FBA inhibitor project, biochemical, absorbance, full deck. GDH-TPI coupled enzyme counterscreen, NADH absorbance. inhibition, % at 4.8 µM. 360,000 compounds, 1.2% hits; in the data active means inhibition above about 30%;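 further: 0% = DMSO wells and 100% = wells lacking the enzyme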
Anthrax LF inh2 – Bacillus anthracis LF protease inhibitors, primary screen, biochemical, multiplex microsphere, MLPCN library | Lethal factor (Bacillus anthracis), P15917 | multiplex microsphere protease cleavage assay | inhibition, % at 10 µM | 360,000 compounds, 0.12% hits | AID 588501, 2011; further: plate controls were buffer without enzyme for full effect and enzyme alone for no effect
FBA Mtb inh – Mtb FBA enzyme inhibitors, primary screen, biochemical, fluorescence, strain H37Rv; Fructose-bisphosphate aldolase (Mycobacterium tuberculosis (strain ATCC 25618 / H37Rv)), …; AID 588726, 2011; inhibition, % at 1 µM; 360,000 compounds, 2.3% hits; purified M. tuberculosis FBA, fluorescence read-out; in the data active means inhibition above about 27%;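 further: 0% = vehicle and 100% = reference inhibitor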
Target sequence (P9WQA3 whole entry, looked up): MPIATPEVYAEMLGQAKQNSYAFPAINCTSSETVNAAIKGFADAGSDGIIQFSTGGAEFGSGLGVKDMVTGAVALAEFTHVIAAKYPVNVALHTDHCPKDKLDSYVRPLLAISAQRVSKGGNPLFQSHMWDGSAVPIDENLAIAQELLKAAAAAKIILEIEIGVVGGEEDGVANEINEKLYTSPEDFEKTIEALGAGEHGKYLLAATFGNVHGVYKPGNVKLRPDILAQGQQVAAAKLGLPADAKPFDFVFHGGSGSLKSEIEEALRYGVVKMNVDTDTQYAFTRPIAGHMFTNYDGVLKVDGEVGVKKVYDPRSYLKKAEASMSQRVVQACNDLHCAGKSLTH
BoNT-A LC inh2 – BoNT/A light chain protease inhibitors, primary screen, biochemical, flow cytometry, MLPCN library | multiplex microsphere protease substrate cleavage | inhibition, % at 10 µM | 360,000 compounds, 0.17% hits | AID 588499, 2011; further: plate controls were buffer without enzyme for full effect and enzyme alone for no effect
An asterisk follows results filed as active; ? = inconclusive; · = not tested or not shown; + = active, no number; & = joins results of further samples. Unless noted, no stated cut-off is given here; in the data, active means inhibition above about 30%; inconclusive means no clear call, values can overlap the other calls; inactive means below that.

SMILES	BoNT-F LC inh	FadD28 FP inh	BioA inh	Mtb UGM inh	PfHsp40 rescue	GDH-TPI counter	Anthrax LF inh2	FBA Mtb inh	BoNT-A LC inh2
COc1cc(C(c2sc3ncnn3c2O)N2CCN(c3ccccc3F)CC2)cc(OC)c1OC (stereo unspecified)	0	1.2	4.0	-0.9	0.4	3	2	4	0.2
CCN1CCCC1CNC(=O)c1cc(OC)c(OC)c(OC)c1 (stereo unspecified)	11	0.3	-2.4	1.8	-0.4	9	0	1	0.9
Cc1cccc(CSCCNC(=S)Nc2ccccc2)c1	-7	-1.3	·	0.7	9.3	3	1	0	-0.9
COc1ccc(C2(CNC(=O)C(=O)Nc3ccc(C)cc3)CCOCC2)cc1	6	-0.7	·	-1.1	-0.9	2	-10	3	1.6
CCOc1ccc(-c2ccc(C=O)o2)c([N+](=O)[O-])c1	4	0.0	6.5	-0.9	2.0	12	-3	5	1.1
CC(C)CNC(=O)c1ccccc1Oc1ccccc1	-8	-0.9	-1.5	-1.4	2.0	6	1	2	-0.5
O=S(=O)(Nc1c(F)cccc1F)c1ccc2c(c1)OCCO2	-18	-0.5	-1.4	-0.1	1.7	-4	-15	3	-2.8
COc1ccccc1N1CCN(Cc2cc3c(cc2[N+](=O)[O-])OCO3)CC1	-13	0.5	-0.5	1.0	-1.5	3	18	4	-0.7
O=C(COC(=O)c1ccc([N+](=O)[O-])o1)Nc1ccc2c(c1)OCO2	-8	-0.7	-1.0	-1.2	67*	4	-1	1	0.3
O=C(CCSc1nnc(-c2ccco2)o1)Nc1ccc(Cl)cc1	-5	-4.0	-1.1	-1.7	-0.1	-3	6	-3	0.7
CCCCn1c(N)c(N(CCC(C)C)C(=O)Cc2ccc(S(=O)(=O)N3CCOCC3)s2)c(=O)[nH]c1=O	-8	-2.2	-1.2	3.1	0.8	11	3	5	-1.7
Cc1ccc(N(CCC#N)C(=O)CN2C(=O)NC(Cc3ccccc3)C2=O)cc1 (stereo unspecified)	-2	-4.4	·	5.0	-1.0	-9	0	1	-0.7
CC1(C(=O)NCCN2CCOCC2)C=CCN1C(=O)c1ccccc1 (stereo unspecified)	5	1.1	-4.1	-1.6	-1.8	3	7	1	0.3
COc1ccc(CC(=O)NCc2ccc(F)cc2)cc1S(=O)(=O)N1CCOCC1	1	-1.9	8.4	0.4	2.5	-3	5	1	-0.3
CCC(NC(=O)c1oc2ccccc2c1COC)c1ccc(OC)cc1 (stereo unspecified)	4	-1.2	-3.7	1.6	-2.4	8	0	0	-0.2
COc1cc(SC)ccc1C(=O)NCC1CCCO1 (stereo unspecified)	-5	-1.5	1.6	-4.5	-0.5	7	-6	2	-0.4
COc1ccc(Cc2nn3c(Cn4nnc5ccccc54)nnc3s2)cc1	3	-0.2	4.0	-0.5	0.0	-2	2	-1	2.1
O=C(O)C1C2CC3OC(=O)C1C3C2 (stereo unspecified)	0	-0.2	-3.2	·	0.0	9	-5	10	-0.2
COc1ccccc1NC(=O)CNC(=O)Cn1c(C)cc2ccccc2c1=O	-1	-2.0	·	2.1	-1.9	14	-6	6	-4.0
OC[C@@H]1CN(Cc2ccc(-c3ccccc3)cc2)C[C@H](n2cnc3c(NC4CCC4)ncnc32)O1	-9	-2.4	-0.2	·	·	1	-8	1	-1.1
COCCNC(=O)C1(C)CCCN(C(=O)c2ccc3snnc3c2)C1 (stereo unspecified)	2	-1.1	2.6	·	·	10	-10	-3	0.0
CCOC(=O)C1C(=O)CC(C)(O)C(C(=O)OCC)C1c1ccc(N(CC)CC)cc1 (stereo unspecified)	-23	0.5	1.7	-2.2	-1.6	17	0	1	-0.2
Cc1cccc2cc(CN(Cc3ccc(F)cc3)C(=O)N3CCOCC3)c(=O)[nH]c12	3	-2.6	-0.7	-3.6	2.0	7	1	-1	0.8
O=C(COC(=O)c1ccc(O)cc1)NC1CCCCCCC1	2	0.3	-1.0	·	·	6	3	-2	0.1
Cc1ccc(Cc2c(C3CCCCC3)nc3ccc(Br)cn23)cc1	-27	-1.2	-2.7	·	·	·	-15	0	2.9
O=C(NN1C(=O)/C(=C/c2ccc(O)cc2)SC1=S)c1cccc(O)c1	·	19*	-26	-16	0.0	7	·	-13	·
CC(C)OP(=O)(OC(C)C)C(NC(=O)c1ccc(Br)cc1)c1ccccc1 (stereo unspecified)	-1	-2.4	0.8	1.2	1.2	-17	-1	-1	-1.6
CC1CCCCC1NC(=O)CSc1nnc(CN2CCOCC2)n1C (stereo unspecified)	9	0.5	-3.3	2.1	-1.7	1	1	3	0.1
Cn1cccc1C1C(C#N)=C(N)OC2=C1C(=O)CCC2 (stereo unspecified)	·	0.0	-1.0	-1.8	·	1	·	-3	·
COc1ccccc1NC(=O)CCC(=O)Nc1cc(OC)c(NC(=O)c2cccs2)cc1OC	-9	-4.0	·	0.1	1.6	5	15	1	1.4
Cc1c(/C=C/C(=O)c2ccc(O)cc2)cnn1C	9	-1.9	0.0	-1.4	-0.7	39*	-1	2	2.6
O=C(NCc1ccncc1)C(F)(F)C(F)(F)C(=O)NCc1ccncc1	-10	-1.6	-1.6	1.4	0.4	11	-11	2	-0.9
Cc1ccc(OCC(=O)NC(C)c2ccccc2)c([N+](=O)[O-])n1 (stereo unspecified)	0	-2.0	·	1.5	-0.2	0	-7	-4	-1.1
COc1ccc([C@H]2CC(=O)C=C(c3c(C)cc(C)cc3C)C2)cc1	-6	-4.6	1.7	-1.7	4.5	0	-8	1	0.0
Cc1cccc(C)c1NC(=O)C(C)NCc1cccs1 (stereo unspecified)	6	-0.8	-0.2	·	·	2	0	1	-0.5
O=C(CSc1n[nH]c(-c2cccnc2)n1)Nc1ccccc1C(F)(F)F	5	2.2	-0.3	0.6	-1.1	-10	4	4	1.6
CCc1cccc(CC)c1NC(=O)c1cccc(N)c1	-5	-0.1	0.3	-1.1	-0.3	7	-5	9	-0.8
Clc1ccccc1CSC1=NCCN1	-3	-2.1	-0.5	-0.7	0.9	5	-1	0	0.1
CC(C)CN(C(=O)c1ccc(S(=O)(=O)N2CCOCC2)cc1)C1CCS(=O)(=O)C1 (stereo unspecified)	4	-0.3	·	-1.6	-0.6	-5	2	1	2.0
COc1cc([N+](=O)[O-])cc2sc(NC(C)=O)nc12	-2	-2.7	·	2.5	-1.2	15	2	4	-1.1
Cc1ccc2c(c1)c1c(c(=O)n(-c3ccccc3C)c(=O)n1CC(=O)NCC1CCCO1)n2C (stereo unspecified)	3	0.2	-2.1	0.4	1.1	-3	-2	+	0.7
COc1ccccc1NC(=O)N(C)C[C@@H]1Oc2ncc(Br)cc2C(=O)N([C@H](C)CO)C[C@@H]1C	-5	-1.2	1.0&-0.6	·	·	2	-3	-2	-0.2
O=C(O)CC(C(=O)OCC1CCCO1)N1CCOCC1 (stereo unspecified)	3	-0.5	-0.6	0.0	0.6	-3	-4	3	0.4
Cn1c(SCC(=O)NC2CCCC2)nc2cccnc21	3	-0.1	0.1	-3.5	-0.9	6	-1	-4	1.2
O=C1NCCCC1C(=O)N/N=C/c1cccc(O)c1 (stereo unspecified)	-1	-0.2	·	0.5	1.1	0	1	0	-0.5
COC(=O)C1=C(C(=O)OC)[C@@H]2N(C)c3ccccc3[C@@]23C[C@@H](C(=O)OC)N(C(=O)c2cc(C)oc2C)C3=N1	-9	0.3	0.0	-1.2	-0.7	11	0	1	-1.7
CC(C)(C)NC(=O)CSc1nc(N)cc(=O)[nH]1	-6	0.7	-1.0	1.7	-1.3	1	-6	0	-0.8
N#CC1=C2N=C(N)c3c(sc4c3CCCCC4)N2C2=C(C(=O)CCC2)C1c1ccccc1 (stereo unspecified)	-8	-3.3	1.2	-1.6	2.1	9	6	3	3.1
Cc1ccc2[nH]c3c(=O)n4c(nc3c2c1)SCC4	-3	0.6	·	0.0	-1.6	3	2	14	0.6
Cc1nn(C)c(Cl)c1S(=O)(=O)N[C@@H](c1ccccc1)[C@]1(C)C[C@H]1[C@@H](C)C(=O)Nc1ccc2ccccc2c1	-1	1.6	-0.7	-5.0	2.2	1	-2	-3	0.1
(cont.)
SMILES	BoNT-F LC inh	FadD28 FP inh	BioA inh	Mtb UGM inh	PfHsp40 rescue	GDH-TPI counter	Anthrax LF inh2	FBA Mtb inh	BoNT-A LC inh2
O=C(c1ccc(Cl)c([N+](=O)[O-])c1)N1CCN(Cc2ccc3c(c2)OCO3)CC1	-4	-4.1	·	0.4	0.6	3	-4	-2	-1.6
C=CCn1c(=O)[nH]c2cc(C(=O)N3CCN(c4ccc(C(C)=O)cc4)CC3)ccc2c1=O	0	-4.3	-416	0.5	0.2	36*	0	-1	-0.5
COc1ccc(-c2nnc(SCC(=O)N3CCCCC3)o2)c(OC)c1	0	-1.5	-0.9	2.5	0.3	2	-5	1	-2.0
Cc1cc(Oc2ccc(=O)n(C)n2)nc(SCC(N)=O)n1	-5	0.1	·	0.1	-1.3	-5	-11	2	-0.8
COc1cc(OC)c(OC)cc1/C=C/C(=O)OCC(=O)Nc1c(C)n(C)n(-c2ccccc2)c1=O	-2	-3.4	0.4	·	-0.7	11	0	0	1.0
O=C(Cc1ccccc1)Nc1nccs1	3	-1.1	8.0	0.2	-0.4	6	-7	1	-3.3
COc1cc2ccccc2cc1C(=O)N(CCN(C)C)c1nc2ccc(C)cc2s1	4	-1.9	-1.3	-2.0	1.6	4	-3	2	-0.6
CC(=O)NC(=O)c1cnn(-c2ccccc2)c1N	?	-0.6	·	-3.6	-1.0	-3	3	0	?
O=S(=O)(NCc1cn2ccccc2n1)c1ccccc1F	-13	-1.4	·	-1.3	2.5	1	-5	2	-0.3
COc1ccc(/C=N/NC(=O)c2cccnc2)cc1CSc1ccccn1	?	-9.7	19	1.2	-1.3	10	19	1	?
Cc1nc2c(-c3ccccc3)c(C)nn2c(C)c1CCC(=O)NCc1ccco1	2	3.2	-0.9	-0.7	0.9	3	3	10	-0.4
O=[N+]([O-])c1cncc([N+](=O)[O-])c1Nc1ccccc1Cl	2	-3.3	-1.2	-5.8	1.5	0	0	0	0.3
CCCc1nn(C)c(C(N)=O)c1[N+](=O)[O-]	-2	-0.3	·	-0.6	-0.4	4	-6	-1	-0.3
Cc1ccc(/C=N/NC(=O)CC(=O)NCc2cccnc2)cc1	4	-0.7	-1.1	0.1	-1.5	16	-2	0	-1.3
CC(C)Cc1ccc(C(C)C(N)=Nc2ccc(O)cc2)cc1 (stereo unspecified)	?	-1.7	0.4	-1.6	0.9	-7	-15	1	3.5
Cc1nn2c(N3CCOCC3)cc(C(C)C)nc2c1-c1ccccc1	0	0.1	-1.2	1.1	-0.1	7	-10	1	-2.1
